TEAD-YAP inh: TEAD-YAP interaction inhibition | HEK-TIYL cells, TEAD-Gal4/YAP UAS-luciferase luminescence | inhibition, % at 9.12 µM | 640,000 tested, 1.4% active | AID 1259422; in the data active means inhibition above about 32%;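 further: 0% = median of test compound wells and 100% = reference inhibitor wells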
GPR151 ag: activates the human receptor GPR151; Q8TDV0; PathHunter beta-arrestin GPR151 cells, luminescence; activation, % at 11.2 µM; 650,000 tested, 1% active; AID 1508602; in the data active means activation above about 4.9%;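 further: 0% = median of compound wells and 100% = cells with positive control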
MITF inh: blocks human microphthalmia-associated transcription factor; O75030; AlphaScreen MITF homodimerization, bead proximity signal; inhibition, % at 2.6 µM; 650,000 tested, 0.91% active; AID 1259374; in the data active means inhibition above about 50%;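 further: 0% = vehicle wells with protein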
FBW7 act: human FBW7 E3 ligase activation, primary screen | Q969H0 | AlphaScreen FBW7–phospho-cyclin E peptide binding, activator screen | normalized activity (activation), % at 26.1 µM | 650,000 tested, 0.13% active | AID 1259310; in the data active means normalized activity above about 1.9%;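 further: purified mutant Fbw7 with reduced substrate affinity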
Target sequence (Q969H0 whole entry, looked up): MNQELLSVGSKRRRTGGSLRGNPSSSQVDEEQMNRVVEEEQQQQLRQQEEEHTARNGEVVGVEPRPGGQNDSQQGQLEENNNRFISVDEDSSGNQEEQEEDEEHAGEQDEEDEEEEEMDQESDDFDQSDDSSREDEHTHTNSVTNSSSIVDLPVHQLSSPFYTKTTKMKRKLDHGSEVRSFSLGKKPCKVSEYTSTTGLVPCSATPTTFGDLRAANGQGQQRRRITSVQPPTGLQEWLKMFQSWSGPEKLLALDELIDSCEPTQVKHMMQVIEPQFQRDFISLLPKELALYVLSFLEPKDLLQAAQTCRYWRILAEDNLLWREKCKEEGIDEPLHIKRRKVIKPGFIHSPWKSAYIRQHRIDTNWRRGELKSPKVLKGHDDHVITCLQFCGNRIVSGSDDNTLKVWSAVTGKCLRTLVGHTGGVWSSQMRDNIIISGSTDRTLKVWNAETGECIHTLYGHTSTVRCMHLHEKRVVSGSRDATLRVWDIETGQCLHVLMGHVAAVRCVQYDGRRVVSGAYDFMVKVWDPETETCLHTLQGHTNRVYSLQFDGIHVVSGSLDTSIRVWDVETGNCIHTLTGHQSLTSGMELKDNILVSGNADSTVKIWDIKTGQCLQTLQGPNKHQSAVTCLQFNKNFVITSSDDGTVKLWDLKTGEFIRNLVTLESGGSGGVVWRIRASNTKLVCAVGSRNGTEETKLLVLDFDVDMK
* hit, by the source's call. Compounds as they come (roughly 3.4% active in at least one column).

entry	molecule	TEAD-YAP inh	GPR151 ag	MITF inh	FBW7 act
1	CCCc1nc2ccccc2n1C(=O)/C=C\C(=O)O	4	0.5	-14	-0.2
2	CCC(=O)NC(c1nnc2n1CCN(Cc1ccc3c(c1)OCO3)CC2)C(C)C (configuration not stated)	-1	-1.3	7	0.0
3	COc1ccc(-n2nc3c(c2NC(=O)CC2CCCCC2)CS(=O)(=O)C3)cc1	7	0.2	2	-0.1
4	CC(=O)C1=NN(c2cccc(Cl)c2C)C2C(=O)N(c3ccc(C)cc3)C(=O)C12 (configuration not stated)	18	1.9	21	0.6
5	CC(=O)Nc1ccc(S(=O)(=O)N2C(=O)c3cccc4c(Br)ccc2c34)cc1	1	-1.7	19	0.4
6	O=C(NC1CCCCC1)C(=S)NCCc1ccccc1	3	-0.7	0	0.7
7	CN(CCc1ccccn1)C(=O)CCC1CCCN(C(=O)C2=CCCC2)C1 (configuration not stated)	11	0.3	1	0.1
8	CCC(NCc1c(C(=O)N2CCOCC2)nc2ccccn12)c1ccncc1 (configuration not stated)	1	-0.7	4	0.0
9	C1=CCC(CN2CCc3nnc(-c4ccccc4)n3CC2)CC1 (configuration not stated)	2	-0.9	23	0.3
10	Cc1cc(Oc2ccc(Cl)cc2)nc(-c2ccccc2O)n1	11	-0.2	-8	0.0
11	O=C(Cc1ccccc1)Nc1ccc(N2C(=O)C3C4C=CC(C4)C3C2=O)cc1Cl (configuration not stated)	4	-0.1	-2	-0.2
12	CC(C)n1nnnc1C(c1ccccc1F)N1CCN(c2ccccc2)CC1 (configuration not stated)	2	6.0*	-1	-0.3
13	O=C(Nc1ccc(Cl)cc1)c1c(O)c2c([nH]c1=O)CCCC2	-2	-1.0	-2	0.0
14	Nc1nc(-c2cccc3ccccc23)cs1	0	0.5	0	0.5
15	CC(=O)c1ccc(N2CCN(CC(=O)Nc3cc(C)on3)CC2)cc1	2	0.9	-14	0.0
16	CN(C)CCN(C(=O)CCc1ccccc1)c1nc2cc3c(cc2s1)OCO3	-6	0.5	7	-0.1
17	O=C(/C=C/c1cccc([N+](=O)[O-])c1)NC(=S)Nc1cccnc1	5	-1.4	23	0.5
18	Cc1cc(=O)n2cc(-c3ccccc3)nc2[nH]1	-9	-7.0	4	0.1
19	COc1ccc(-n2ncc3c(NCc4ccc5c(c4)OCO5)ncnc32)cc1	0	0.8	-7	-0.2
20	COc1ccc(N2CC(CNC(=O)c3cccs3)CC2=O)cc1 (configuration not stated)	6	0.7	5	0.0
21	CC1CN(CC(=O)N[C@H](C(N)=O)C(C)C)Cc2cc(Cl)ccc2O1 (some centres not stated)	5	-0.4	9	0.1
22	O=C(O)CC(NS(=O)(=O)c1ccc(F)c(F)c1F)c1ccc(F)cc1 (configuration not stated)	6	-1.3	-6	-0.1
23	COc1ccc(C2=N/C(=C/c3cccc(OC)c3OC)C(=O)O2)cc1Br	-2	5.0*	8	0.0
24	O=C(CN(c1ccc(Cl)cc1Cl)S(=O)(=O)c1ccccc1)NCC1CCCO1 (configuration not stated)	-6	2.8	-8	-0.1
25	N#CC1=C(N)Oc2cc(Nc3ccccc3)ccc2C1c1cccnc1 (configuration not stated)	5	0.1	9	-0.3
26	COC(=O)c1ccc(N2C(=O)c3ccc(Oc4ccc(N)cc4)cc3C2=O)cc1	10	1.1	7	-0.3
27	CCOc1ccccc1OCCCOc1ccccc1C(C)=O	-10	-0.4	7	0.6
28	O=C(O)CNS(=O)(=O)c1cccc2ccccc12	4	0.0	1	-0.2
29	CCOc1ccc(OCC)c(NC(=O)CSCCc2ccccn2)c1	-4	1.6	-4	-0.1
30	CCN1C(=O)c2cccc3c(NS(=O)(=O)c4ccc([N+](=O)[O-])cc4)ccc1c23	19	0.6	18	0.0

Fetched by compound from the entries so far (3):
entry	molecule	TEAD-YAP inh	GPR151 ag	MITF inh	FBW7 act
25	N#CC1=C(N)Oc2cc(Nc3ccccc3)ccc2C1c1cccnc1 (configuration not stated)	5	0.1	9	-0.3
29	CCOc1ccc(OCC)c(NC(=O)CSCCc2ccccn2)c1	-4	1.6	-4	-0.1
23	COc1ccc(C2=N/C(=C/c3cccc(OC)c3OC)C(=O)O2)cc1Br	-2	5.0*	8	0.0

Next section.
entry	molecule	TEAD-YAP inh	GPR151 ag	MITF inh	FBW7 act
31	CNC(=O)c1cc2c(s1)CCCCCC2	5	0.3	-6	-0.1
32	COc1ccc(CNS(=O)(=O)c2ccc(F)c(C(=O)Nc3ccc(Cl)cc3Cl)c2)cc1	3	1.8	15	0.1
33	CCN(CC)c1nc(C)nc2sc(C(=O)N(C)Cc3ccccc3)c(C)c12	7	0.1	8	0.1
34	CCCCc1nc2ccccc2n1Cc1cc(=O)n2cc(C)ccc2n1	-2	1.7	13	0.1
35	COC(=O)c1ccc(Nc2ccc3nonc3c2[N+](=O)[O-])cc1	-1	0.2	8	0.3
36	CC(C)(C)c1ccc(C(=O)NCc2n[nH]c(=S)n2-c2ccc([N+](=O)[O-])cc2)cc1	7	0.7	5	-0.1
37	CCCc1nnc(NC(=O)CN2C(=O)C3C4C=CC(C4)C3C2=O)s1 (configuration not stated)	-8	2.2	58*	-0.1
38	CCCCNc1nc2ccccc2s1	-50	0.6	12	0.2
39	COc1cccc(-c2noc(C3CC(=O)N(c4ccc(C)c(Cl)c4)C3)n2)c1OC (configuration not stated)	1	-0.4	2	0.0
40	CCC1=NN(C(=O)c2cccc([N+](=O)[O-])c2)C(O)(c2ccc(C)cc2)C1 (configuration not stated)	0	0.3	18	0.0
41	C=CCOc1ccc(C(=O)Nc2ccc(OC)c(OC)c2)cc1	-40	-1.0	-2	-0.1
42	CCOc1ccc(C(=O)N[C@H](C(=O)Nc2ccc(C(C)=O)cc2)C(C)C)cc1	-29	-0.6	-4	-0.1
43	Cc1ccc2cc(C#N)c(SCC(=O)Nc3c[nH]c(=O)[nH]c3=O)nc2c1	0	-0.8	-5	-0.1
44	O=C1C(c2ccccc2F)N(Cc2ccccc2Cl)C(=O)CN1C1CCCCCC1 (configuration not stated)	14	-0.1	-1	0.2
45	Cc1ccc(N2C(=O)/C(=C/c3ccc(Br)cc3)C=C2c2ccccc2)c(C)c1	1	0.9	-4	-0.1
46	Cc1cc(=O)nc2c3ccccc3n(CC(=O)NC3CCC(C)CC3)n12 (configuration not stated)	1	-1.9	6	0.3
47	c1csc(-c2cc3nccc(C4CCCNC4)n3n2)c1 (configuration not stated)	-10	-0.5	4	-0.1
48	O=C(Nn1c(C2CCC2)nc2cc(Cl)ccc2c1=O)c1cccnc1	14	-0.3	17	0.2
49	Cc1cc2oc(=O)cc(Cn3cc(C(F)(F)F)cc(Cl)c3=O)c2cc1Cl	7	1.3	-1	0.2
50	COC(=O)c1ccc(/C=c2\sc3nc(-c4ccc(F)cc4)nn3c2=O)cc1	-5	-0.3	4	0.1
51	CCN(CC)CCCCCn1c(C)cc(=O)n(C)c1=O	6	-1.2	36	0.0
52	COc1cccc(CC2(CO)CCCN(C(=O)c3ccc4c(c3)CCCN4C)C2)c1 (configuration not stated)	0	-0.6	10	0.1
53	O=C(Nc1ccc(Cl)cc1)N1CCCc2ccccc21	-1	-0.1	2	0.0
54	COC(=O)CCCC(=O)N1CCCC(CCC(=O)NCc2cccc(OC)c2)C1 (configuration not stated)	-4	-1.3	0	-0.1
55	O=S(=O)(NCC1(N2CCOCC2)CCCCC1)c1cccc2nsnc12	5	0.8	10	0.1
56	CCCCc1ccc(C2=N/C(=C\c3ccc(Cl)cc3)C(=O)O2)cc1	6	0.5	-1	-0.1
57	O=C(C(c1ccccc1)c1ccccc1)N1CCCc2ccccc21	0	0.6	-4	0.0
58	COCc1cc(CN[C@H]2C[C@H]3C(=O)N[C@H](Cc4ccccc4)C(=O)N3C2)ccc1OC	-2	0.8	-3	0.0
59	CCOc1ccc(Nc2oc(-c3ccccc3)nc2C#N)cc1	-18	-1.1	-3	0.0
60	O=C(NC1CCCC1)c1cc(Br)ccc1Cl	-3	0.4	-8	-0.3
61	O=C1CN(c2ccc(Br)cc2)C(=O)N1CC(=O)N1CCCc2ccccc21	6	-1.5	15	0.8
62	Cn1c(=NC(=O)C2=COCCO2)sc2ccccc21	12	-7.7	15	-0.2
63	COc1cccc(NC(=O)c2sc3ncnc(N4CCN(c5ccccc5)CC4)c3c2C)c1	-10	0.2	2	-0.2
64	O=C(Nc1cccnc1)Nc1cccc(F)c1	-7	-0.8	8	0.0
65	Oc1ccc(Br)c2cccnc12	2	-0.4	21	-0.1
66	Cc1nc2sc3c(c2c(=O)n1Cc1ccc(Cl)cc1)CCCC3	10	-0.3	2	0.0
67	COc1ccc(NC(=O)Nc2ccc(F)cc2)cn1	-22	2.7	-2	0.0
68	Cc1cccc(CC(C)NC(=O)c2cc(COc3ccc(F)cc3F)on2)n1 (configuration not stated)	-27	3.3	-6	0.1
69	CCC(C)(C)NC(=O)c1ccc(Cl)c(Cl)c1	-2	1.5	-10	0.0
70	Cc1ccc(N=Cc2c(NCc3ccco3)nc3c(C)cccn3c2=O)cc1	-13	-0.9	9	0.1
71	CCOC(=O)c1c(NC(=O)c2cccc([N+](=O)[O-])c2)sc2c1CCCC2	12	1.3	9	0.0
72	Cc1ccc(C2(C)NC(=O)N(CC(=O)N(Cc3ccccc3)C(C)(C)C)C2=O)cc1 (configuration not stated)	-8	1.7	8	-0.1
73	Cc1nnc(SCc2cc(=O)n3ccccc3n2)c2cc3occc3n12	-12	-0.3	17	0.6
74	N#CC1(NCc2ccccc2)CCCCC1	0	-0.6	5	-0.1
75	CCN(CC)C(=O)C(C(=O)c1ccccc1)n1cc(Cl)ccc1=O (configuration not stated)	-1	1.5	3	0.3
76	CC(=O)C1=C(C)NC(=O)NC1c1ccsc1 (configuration not stated)	4	-0.6	6	0.0
77	N#Cc1cccc(NC(=O)c2ccc(F)cc2)c1	-20	-1.0	-5	0.0
78	CCCCn1c(SCC(=O)O)nc2ccccc21	2	-0.9	10	0.0
79	CC(=O)c1ccc(NC(=O)c2noc3c2CSc2ccccc2-3)cc1	-15	-1.5	19	0.1
80	O=C(Nc1cc([N+](=O)[O-])ccc1N1CCOCC1)c1ccco1	5	1.5	5	0.1
81	FC(F)(F)c1cccc(CNc2cc(Nc3cccnc3)ncn2)c1	-15	0.9	-6	-0.1
82	CCOCCCNC(=O)CN1C(=O)CC(C)(C)Sc2ccccc21	6	1.1	4	0.0
83	Cc1ccc(OCC(=O)Nc2cccc(C(=O)O)c2C)cc1	-70	-0.8	-3	-0.2
84	CC(=O)N1C(NCc2ccccc2)CC(C)N1c1ccccc1 (configuration not stated)	9	-0.5	6	0.0
85	C[C@@H]1CN(Cc2ccc3c(c2)CN(C(=O)Cn2cnc4ccccc42)CCO3)C[C@H](C)O1	-4	-0.2	7	0.6
86	COc1ccc(CCn2nnc3ccccc3c2=O)cc1OC	-45	-2.3	8	-0.1
87	O=C(Cn1nnc(-c2ccccc2F)n1)Nc1ccccc1F	-4	3.0	11	0.2
88	CCN1CCN(c2oc(COc3ccccc3Cl)nc2C#N)CC1	1	-1.8	9	0.1
89	Cc1nn(CCCC(=O)NCCCN2CCCC2=O)c(=O)c2c1sc1ccccc12	-12	-0.1	-12	-0.3
90	O=c1ccnc(NCc2ccccc2)[nH]1	-1	0.5	3	0.1

(cont.)
entry	molecule	TEAD-YAP inh	GPR151 ag	MITF inh	FBW7 act
91	O=C1CCCC2=C1C(c1cccs1)Nc1ccccc1N2 (configuration not stated)	3	-0.4	-4	0.0
92	O=C(CN1CCN(Cc2ccc3c(c2)OCO3)CC1)Nc1ccc(Cl)cc1C(=O)c1ccccc1	4	0.8	4	-0.1
93	O=C(Nc1cccc(Cl)c1)NC(CO)(CO)CO	-1	1.5	6	0.0
94	COC(=O)CC[C@H](NC(=O)C1CC(C(c2ccccc2)c2ccccc2)=NO1)C(=O)OC (some centres not stated)	-32	0.4	-4	-0.2
95	COc1cc(C2Nc3cccc4cccc(c34)N2)ccc1OCc1ccccc1	0	-1.2	6	0.0
96	CCCCN(C)C(=O)c1sc2ncnc(N3CCN(c4ccccc4OC)CC3)c2c1C	13	1.5	1	0.1
97	COc1cc(C=Nc2ccc(I)cc2)c([N+](=O)[O-])cc1OC	12	-1.0	-14	-0.4
98	CCOc1ccccc1CN1CCNC(=O)C1CC(=O)NCCSC (configuration not stated)	-7	0.8	-14	0.1
99	Cc1cnccc1CNC(=O)CCc1nnc(CCc2c[nH]c3ccccc23)o1	-1	0.4	-6	0.0
100	O=C(O)/C(=C\c1ccco1)NC(=O)c1ccc(Cl)cc1Cl	2	-0.2	32	-0.1
101	O=C(NCCc1ccccc1Cl)c1cc(S(=O)(=O)N2CCC3(CC2)OCCO3)ccc1F	7	-0.4	2	0.0
102	CCNC(=S)Nc1ccc(Cl)c(S(=O)(=O)N2CCOCC2)c1	-2	6.6*	12	-0.1

Record cards (already shown). Values in the order: TEAD-YAP inh | GPR151 ag | MITF inh | FBW7 act
CC(C)n1nnnc1C(c1ccccc1F)N1CCN(c2ccccc2)CC1 (configuration not stated) as listed: 2 | 6.0* | -1 | -0.3
COc1ccc(-n2nc3c(c2NC(=O)CC2CCCCC2)CS(=O)(=O)C3)cc1 as listed: 7 | 0.2 | 2 | -0.1
O=S(=O)(NCC1(N2CCOCC2)CCCCC1)c1cccc2nsnc12 as listed: 5 | 0.8 | 10 | 0.1
CCCCn1c(SCC(=O)O)nc2ccccc21 as listed: 2 | -0.9 | 10 | 0.0
CC(=O)C1=NN(c2cccc(Cl)c2C)C2C(=O)N(c3ccc(C)cc3)C(=O)C12 (configuration not stated) as listed: 18 | 1.9 | 21 | 0.6
